Source: PubChem
Pol iota inh: blocks human DNA polymerase iota activity; Q9UNA4; Pol iota fluorescent replication assay, 10 min; Potency, µM (doses to about 115 µM), inactives show at the top dose activity, negative = inhibition, actives largely listed as inhibitors; actives 1% (n = 390,000)
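Fluorescent replication assay read twice, at 0 min and 10 min after adding 50 nM (final) substrate. Enzyme (10 nM) and compounds were first incubated 15 min at room temperature; enzyme-free buffer wells were negative controls.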
HP1b binding inh: inhibitors of HP1-beta chromodomain binding to methylated histone tails; actives 0.56% (n = 390,000); AlphaScreen HP1-beta / biotin-H3K9me3 peptide binding; Potency, µM (top dose mostly 114 µM), inactives show at the highest dose activity change, negative = inhibition, hits mostly inhibitors; P83916; AID 540317; note: nearly all actives have a fitted effect of over 70% in size; inactives centre near 23
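Compound inhibition of the preformed complex between 50 nM HP1-beta and 50 nM biotinylated H3K9me3 peptide was read by AlphaScreen. Buffer was PBS pH 7.4 with 0.01% Tween-20. Incubations ran 30 min at room temperature, with 10 ug/mL donor/acceptor beads.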
JMJD2A Tudor: JMJD2A Tudor domain (human) inhibition; O75164; AlphaScreen JMJD2A-Tudor / H3K4me3 peptide binding; Potency, µM (doses to about 114 µM), for the others: at the highest dose activity change, negative = inhibition, most hits filed as inhibitors; actives 4.4% (n = 390,000); note: % is set by controls: 0 for no effect and ±100 for the full control effect; nearly all actives have a fitted effect of over 50% in size
GLS inh: glutaminase GLS (human) inhibition; actives 0.21% (n = 410,000); Potency, µM (top dose mostly 45.5 µM), inactives show at the highest dose activity change, negative = inhibition, hits mostly inhibitors; GLS enzymatic activity, qHTS titration; AID 624170; note: % is set by controls: 0 for no effect and ±100 for the full control effect
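Read-out is an Amplex red fluorescence increase coupled through glutamate oxidase and HRP, measured before and after 30 min room-temperature incubation. hKGA is in 45 mM KH2PO4 (pH 8.2) with 0.02% Tween-20; glutamine added as 1mM solution.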
BAZ2B block: BAZ2B (human) inhibition; AlphaScreen BAZ2B-H3K14Ac peptide displacement; Q9UIF8; AID 504333; Potency, µM (doses to about 114 µM), without a hit: at the highest dose activity change, negative = inhibition, usual class: inhibitors; actives 4.4% (n = 360,000); note: % is set by controls: 0 for no effect and ±100 for the full control effect; nearly all actives have a fitted effect of over 60% in size
Target sequence (Q9UIF8 whole entry, looked up): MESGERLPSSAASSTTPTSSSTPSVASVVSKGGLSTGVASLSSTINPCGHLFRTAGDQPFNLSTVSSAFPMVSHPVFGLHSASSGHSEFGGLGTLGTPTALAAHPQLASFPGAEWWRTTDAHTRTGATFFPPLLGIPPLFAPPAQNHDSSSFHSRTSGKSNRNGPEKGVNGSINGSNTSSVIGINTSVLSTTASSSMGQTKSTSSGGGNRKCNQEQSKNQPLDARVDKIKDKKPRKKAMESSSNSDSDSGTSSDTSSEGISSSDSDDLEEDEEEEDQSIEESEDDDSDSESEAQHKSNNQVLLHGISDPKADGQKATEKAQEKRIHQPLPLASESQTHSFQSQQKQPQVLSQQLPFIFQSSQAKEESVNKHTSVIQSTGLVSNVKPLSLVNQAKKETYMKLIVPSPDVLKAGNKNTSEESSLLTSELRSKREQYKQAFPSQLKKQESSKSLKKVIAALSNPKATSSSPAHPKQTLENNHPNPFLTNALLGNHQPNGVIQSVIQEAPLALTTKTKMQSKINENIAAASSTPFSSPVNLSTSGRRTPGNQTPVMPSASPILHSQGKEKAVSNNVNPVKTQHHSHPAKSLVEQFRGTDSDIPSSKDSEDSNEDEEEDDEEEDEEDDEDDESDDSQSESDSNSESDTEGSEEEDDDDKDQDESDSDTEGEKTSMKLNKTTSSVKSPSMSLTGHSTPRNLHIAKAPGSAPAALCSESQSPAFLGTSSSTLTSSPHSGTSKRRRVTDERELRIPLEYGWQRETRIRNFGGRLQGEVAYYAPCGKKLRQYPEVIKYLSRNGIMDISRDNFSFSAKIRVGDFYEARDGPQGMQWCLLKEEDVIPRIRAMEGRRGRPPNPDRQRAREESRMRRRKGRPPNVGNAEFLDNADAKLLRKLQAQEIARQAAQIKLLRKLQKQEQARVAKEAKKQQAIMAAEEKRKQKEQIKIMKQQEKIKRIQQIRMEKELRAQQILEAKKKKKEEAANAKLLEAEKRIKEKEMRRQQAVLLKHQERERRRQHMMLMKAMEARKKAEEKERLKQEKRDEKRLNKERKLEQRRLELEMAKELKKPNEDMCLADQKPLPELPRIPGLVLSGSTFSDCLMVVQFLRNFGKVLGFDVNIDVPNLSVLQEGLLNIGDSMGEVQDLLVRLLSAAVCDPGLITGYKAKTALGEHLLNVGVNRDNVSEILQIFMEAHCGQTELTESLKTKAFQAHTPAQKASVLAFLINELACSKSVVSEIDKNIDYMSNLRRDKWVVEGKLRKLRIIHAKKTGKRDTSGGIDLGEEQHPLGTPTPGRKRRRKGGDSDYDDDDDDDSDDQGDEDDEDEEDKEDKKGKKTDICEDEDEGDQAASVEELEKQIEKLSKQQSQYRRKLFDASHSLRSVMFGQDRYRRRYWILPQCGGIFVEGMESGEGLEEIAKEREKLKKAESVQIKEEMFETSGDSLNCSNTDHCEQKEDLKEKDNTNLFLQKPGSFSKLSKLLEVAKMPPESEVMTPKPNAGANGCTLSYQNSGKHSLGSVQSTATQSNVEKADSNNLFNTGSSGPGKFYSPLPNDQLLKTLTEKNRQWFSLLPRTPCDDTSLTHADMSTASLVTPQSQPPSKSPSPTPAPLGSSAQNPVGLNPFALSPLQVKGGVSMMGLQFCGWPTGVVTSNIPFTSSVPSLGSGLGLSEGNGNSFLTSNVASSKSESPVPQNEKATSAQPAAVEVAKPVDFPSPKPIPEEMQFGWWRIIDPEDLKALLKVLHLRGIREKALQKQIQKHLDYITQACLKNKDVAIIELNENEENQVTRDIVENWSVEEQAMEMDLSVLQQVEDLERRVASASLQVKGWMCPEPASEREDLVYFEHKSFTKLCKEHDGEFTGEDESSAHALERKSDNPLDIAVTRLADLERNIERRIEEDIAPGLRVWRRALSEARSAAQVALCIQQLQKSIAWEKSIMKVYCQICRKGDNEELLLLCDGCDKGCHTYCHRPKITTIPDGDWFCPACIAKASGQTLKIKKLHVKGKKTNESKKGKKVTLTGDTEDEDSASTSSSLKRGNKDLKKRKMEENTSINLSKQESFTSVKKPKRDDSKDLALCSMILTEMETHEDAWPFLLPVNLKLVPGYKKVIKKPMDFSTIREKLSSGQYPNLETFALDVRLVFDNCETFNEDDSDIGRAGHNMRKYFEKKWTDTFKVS
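AlphaScreen displacement of biotin-H3(5-23)K14Ac peptide (50 nM final) from BAZ2B (50 nM final) in PBS pH 7.4, 0.01% Tween-20; complex preformed 30 min RT, then compounds (top 110 uM) 30 min RT, beads 20 min dark.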
Pin1 inh: human Pin1 inhibition; Q13526; Pin1 FP peptide displacement, HiFluor488, 10 min; Potency, µM (top dose mostly 115 µM), without a hit: top-dose activity, negative = inhibition, actives largely listed as inhibitors; actives 0.009% (n = 390,000); AID 504891; active = well fitted inhibition curve with a large enough effect in the polarisation, with a control signal flat, not every such curve was filed as active; inconclusive = small, poorly fitted or top-dose-only effect, or effect the other way, or a change in a side signal; inactive = no such curve, though single readings can be large or run the other way; the % refers to the polarisation; note: % is set by controls: 0 for no effect and ±100 for the full control effect
BLM inh: blocks DNA unwinding by human BLM helicase; P54132; recombinant BLM DNA unwinding, fluorescence dequenching; Potency, µM (series often up to 56.1 µM), without a hit: at the highest dose activity change, negative = inhibition, usual class: inhibitors; actives 0.2% (n = 350,000);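 note: plate controls were vehicle for no effect and no enzyme for full effect; nearly all actives have a fitted effect of over 35% in size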
PGK inhibitor: inhibitors of T. brucei phosphoglycerate kinase; PGK/GAPDH coupled, Kinase-Glo luminescence, 60 min; Potency, µM (series often up to 57.5 µM), for the others: at the top dose activity change, negative = inhibition, actives largely listed as inhibitors; actives 0.043% (n = 380,000); note: % is set by controls: 0 for no effect and ±100 for the full control effect; nearly all actives have a fitted effect of over 60% in size
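Luminescent ATP detection (Kinase-Glo Plus) follows a 60-minute room-temperature incubation, with wells lacking PGK as controls. Buffer: 100 mM TEA (pH 7.6), 5 mM MgCl2, 0.01% Tween-20. Coupling enzyme GAPDH (100 nM final) supplies unstable 1,3-BPG in-well.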
G9a inh: inhibitors of human histone lysine methyltransferase G9a; Q96KQ7; G9a H3K9 monomethylation, AlphaScreen, 2 h; Potency, µM (series often up to 102 µM), inactives show at the top dose activity, negative = inhibition, most hits filed as inhibitors; actives 8.8% (n = 350,000); note: % is set by controls: 0 for no effect and ±100 for the full control effect; nearly all actives have a fitted effect of over 75% in size
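Methyltransferase reactions run at room temperature for 2 h (20 nM enzyme, 500 nM biotin-H3K9 peptide, 20 uM SAM) after a 15 min compound preincubation; product detected by AlphaScreen beads and anti-H3K9me1 antibody.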
The depositor's hits bear a star; i = inactive; u = inconclusive; x = no result given; & = joins results of further samples; [ ] = dose if it differs, or a comment. Unless noted, calls come from the whole dose curve; as a rule, active = well fitted curve in the direction sought with a large enough effect; inconclusive = small, poorly fitted or top-dose-only effect, or another doubt; inactive = no such curve, though single readings can be large; an effect the other way counts as inactive or inconclusive. Potency is the fitted concentration of half-maximal effect. Some of the compounds tested; count on the stated rates, not on these rows.

Molecule | Pol iota inh | HP1b binding inh | JMJD2A Tudor | GLS inh | BAZ2B block | Pin1 inh | BLM inh | PGK inhibitor | G9a inh
COc1ccc(NC(=S)N2CCC(C(=O)c3ccc(OC)cc3)CC2)cc1 | 107%[activator] | 48%[activator] | -24% | -17% | -30% | -4% | -3% | -9% | -17%
COc1ccc(C(=O)OC2CCN(c3ncc(C(F)(F)F)cc3Cl)CC2)cc1 | 14% | 98%[activator] | 49%[activator] | 6% | 32% | -6% | -3% | 13% | x
Cc1ccc(NS(=O)(=O)c2c(C)nc3sc(C)c(C)n3c2=O)cc1F | -27% | 41%[activator] | -12% | 6% | -27% | -12% | -3% | 4% | -9%[59 µM]
O=C(Nc1ccncc1)c1c(F)c(F)c(F)c(F)c1F | 115%[activator] | 8% | -9% | 5% | 55%[activator] | 6% | 0% | 7% | x
c1cc(C2CCN(Cc3nc(-c4ccc5c(c4)OCO5)no3)CC2)ccn1 | 4% | 10% | 79µM* | -2% | 56µM* | -2% | -3% | 4% | 3.5µM*
COc1ccc(C(=O)c2ccc(N3CCOCC3)cc2)c(OC)c1 | u | -2% | -17% | 6% | -9% | -4% | -7% | -1% | 25µM*
O=C(O)CCCN(Cc1cccc(Br)c1)S(=O)(=O)c1ccc(Br)cc1 | 42%[activator] | 23% | -7% | 2% | 3% | 0% | 2% | -4% | 19%
Cc1ccccc1N1CCN(S(=O)(=O)c2ccc3oc(=O)ccc3c2)CC1 | -10% | 20% | -3% | -4% | 15% | 4% | -6% | i | 17%[12.7 µM]
Cc1ccc2nc(C)cc(N3CCOCC3)c2c1 | 21% | 43%[activator] | -6% | -4% | u | 0% | 3% | 0% | -35%[59 µM]
COc1ccc(/C=C2\Oc3cc(OCC(=O)N4CCC[C@H]4C(=O)O)ccc3C2=O)c(OC)c1 | u | 1% | -27% | 10% | -2% | u | -4% | i | x
COc1ccc2c(c1OC)C(=O)N1C2SC(C)(C)[C@H]1C(=O)NCC(C)C (stereo not given in full) | -6% | 70%[activator] | -16% | 13% | 1% | -7% | 1% | 2% | 9%
CN1CCN(CC#CC2(O)CCCCC2)CC1 | u | 9% | -5% | 21% | -3% | -2% | -1% | -10% | -31%
NCCS(=O)(=O)NC1CCCCC1 | 18% | 19% | -4% | 3% | 12% | 0% | 1% | -1% | u
N#CC(c1ccccc1)C1CCN(Cc2ccccc2)CC1 (stereo not given) | 36%[activator] | 14% | -12% | 4% | 0% | 4% | 0% | 6% | 5%[59 µM]
CCOc1ccc(NC(=O)CSc2nc3c([nH]c4ccccc43)c(=O)n2-c2cc(C)cc(C)c2)cc1 | 25% | 27%[57 µM] | 13% | 5% | -1% | 1% | 0% | 0% | 10%[59 µM]
Cc1ccc(CNC(=O)c2nnn(CC(=O)Nc3cc(C)ccc3C)c2N)cc1 | -6% | 11% | -28% | -11% | 4%[57.1 µM] | 0% | -10% | -2% | -11%[59 µM]
Cc1[nH]n(C(N)=S)c(=O)c1N=Nc1ccc2ccccc2c1 | u | u | 45µM* | 0% | 25µM* | 38%[activator] | -8% | -8% | 32µM*
CCCc1cc(=O)n2[nH]c(NCc3ccc(Cl)cc3Cl)nc2n1 | 25% | 61%[activator] | -11%[57.1 µM] | 7% | -6% | -1% | -2% | -9% | u
COC(=O)c1ccc(C2Nc3ccccc3NC3=C2C(=O)CC(C)(C)C3)cc1 (stereo not given) | -14% | 35% | -11% | -14% | u | 4% | -1% | -2% | 20%
COC(=O)CC1Oc2ccc(C)cc2-n2cc(-c3ccc(C)cc3)nc21 (stereo not given) | -20% | 7% | -29% | 2% | 50µM* | 22% | -9% | -8% | u
CC(=O)N(Cc1ccccc1C)c1cccc(C)c1C | 85%[activator] | 58%[activator] | 11% | 1% | -11% | 0% | -5% | -1% | 2%
O=C(CNC(=O)c1ccccc1)N=Nc1c(O)[nH]c2ccc(Br)cc12 | -11% | 109%[activator] | -6% | 3% | -36% | u | -9% | 1% | -39%
CCOc1ccccc1NC(=O)CSc1nnc(CNC(=O)c2c(F)cccc2Cl)o1 | -6% | 31% | -6% | 0% | -13% | -4% | 0% | -3% | -3%
O=C(N/C(=C\c1cccnc1)C(=O)N1CCOCC1)c1cccc(Br)c1 | -4% | 36% | 3% | -6% | -19% | -8% | 1% | i | x
Cc1cc(C(=O)Nc2cccnc2)on1 | u | 28% | -27% | -7% | 0% | -7% | 3% | -2% | 28%[59 µM]
CN(Cc1ccccc1Cl)C(=O)c1cnccc1C(F)(F)F | -20%[58.9 µM] | 18% | -7% | 2% | -4% | -7% | 0% | i | 36%
Cc1cccc(NC(=S)NCCN(C2CCCCC2)C2CCCC2)c1 | -12% | 26% | -27% | 1% | -24% | 3% | -1% | -3% | 17%[59 µM]
O=C(c1ccc(Cl)nc1)N1CCN(C/C=C/c2ccccc2)CC1 | -23% | 21% | -4% | -10% | -12% | 3% | -6% | -3% | -6%
CCOc1c(OC)ccc2c3c(c(=O)oc12)CCCC3 | 6% | 46%[activator] | u | 2% | 2% | -1% | -5% | -2% | 5%[12.7 µM]
COc1cc(/C=N/NC(=O)c2sc(N)c(C#N)c2C)ccc1O | u | 48%[activator] | -26% | 43%[activator] | 0% | u | -5% | -4% | 2%[12.7 µM]
C[N+](C)(C)CC(O)CC(=O)O (stereo not given) | 7% | 40%[activator] | -22% | -5%&1% | 11% | -2% | -7% | i | 2%[59 µM]
CCCN(CCC)CC(=O)N1CC(=O)Nc2ccccc21 | 10% | 36% | -1% | -5% | 2% | 0% | 0% | 0% | u
Oc1c(N=NC(=S)Nc2ccccc2F)c2ccccc2n1Cc1ccc(Cl)cc1 | 2% | -6% | u | 1% | u | 4% | -5% | 1% | 10µM*
O=C(CSC1=NCCS1)Nc1nc2c(s1)CCCC2 | -8% | -10% | -35% | 6% | u | 6% | 1% | 4% | 40µM*
CC(Sc1ccccc1)C(=O)N1CCN(S(=O)(=O)c2ccccc2F)CC1 (stereo not given) | 14% | 39%[activator] | -3% | 3% | -2% | 1% | -6% | -6% | -1%
CCOc1ccc(N(CC(=O)NCCCOC)S(C)(=O)=O)cc1 | 14% | 22% | -3% | -8% | -9% | 0% | 2% | -9% | u

A different layout for two compounds above:
> O=C(c1ccc(Cl)nc1)N1CCN(C/C=C/c2ccccc2)CC1
  Pol iota inh: -23%; HP1b binding inh: 21%; JMJD2A Tudor: -4%; GLS inh: -10%; BAZ2B block: -12%; Pin1 inh: 3%; BLM inh: -6%; PGK inhibitor: -3%; G9a inh: -6%
> O=C(Nc1ccncc1)c1c(F)c(F)c(F)c(F)c1F
  Pol iota inh: 115%[activator]; HP1b binding inh: 8%; JMJD2A Tudor: -9%; GLS inh: 5%; BAZ2B block: 55%[activator]; Pin1 inh: 6%; BLM inh: 0%; PGK inhibitor: 7%; G9a inh: x

(continued)
Molecule | Pol iota inh | HP1b binding inh | JMJD2A Tudor | GLS inh | BAZ2B block | Pin1 inh | BLM inh | PGK inhibitor | G9a inh
CCOC(=O)N1CCC(NC(=O)c2cccnc2SC)CC1 | -11% | 18% | 6% | 5% | 16% | 8% | 0% | i | -6%[59 µM]
COc1cccc(CNC(=O)CSc2nc3ccccc3nc2Cc2ccc(C)cc2)c1OC | 16% | 24%[57 µM] | -5% | 7% | 1% | -1% | -2% | -2% | 5%[59 µM]
Cc1ccc(-n2nc3c(N4CCC(C(=O)NCCc5ccco5)CC4)nnc(C)c3c2C)cc1 | u | 13% | -24% | -6% | -20% | 88%[activator] | -7% | -9% | -2%
Cc1cc(S(=O)(=O)C(CNC(=O)c2ccc(OC(C)C)cc2)c2cccs2)ccc1F (stereo not given) | -11% | 42%[activator] | -20% | 9% | -6% | 26% | -9% | 9% | 12%[59 µM]
O=C1C2C3C=CC(C3)C2C(=O)N1c1n[nH]c(-c2cccnc2)n1 (stereo not given) | 5% | 24% | -18% | 3% | 12% | 7% | 0% | x | -34%[12.7 µM]
Cc1cccc(NC(=O)CSc2nnc3scc(-c4ccccc4)n23)c1 | 19% | 15% | -4% | 2% | 1% | -1% | -1% | x | 5%[59 µM]
CN(CCc1ccccc1)C(=O)c1ccc(NC(=O)Cc2ccc(NC(=O)C3CCN(C(=O)C4CCC4)CC3)cc2)cc1 | 21% | 37% | -5% | 1% | x | 8% | x | 0% | x
CSc1ccccc1OCc1cc(C(=O)N2CCc3sccc3C2)no1 | -10% | 11% | -22% | 3% | -1% | 10% | -8% | -5% | 4%
O=[N+]([O-])c1cc(-c2nc(-c3ccccc3)no2)ccc1N1CCCC1 | 43%[activator] | 42% | -1% | 0% | 1% | -4% | -1% | 0% | -32%[59 µM]
CCCN1C(=O)c2ccccc2NC1c1ccc(O)c(OCC)c1 (stereo not given) | -15% | 23% | -9% | 17% | 20% | 0% | -3% | x | -5%
CCC1CCCCN1CCCNC(=O)CN1C(=O)CSc2ccc(S(=O)(=O)N3CCC(C)CC3)cc21 (stereo not given) | 24%&6% | 46%&74%[activator] | -20%&-20% | -5%&2% | 21%[57.1 µM] | -2%&5% | 11%&2% | 0%&-9% | 3%
O=C(NC1CC1)C1CCC(=O)N1C1CCCC1 (stereo not given) | 58%[activator] | 16% | -21% | 3% | 13% | -10% | 2% | i | -33%[12.7 µM]
CCOc1ccc(-c2nnc(SCC(=O)c3ccc(Br)cc3)n2-c2ccccc2)cc1 | u | 33% | -4% | 12% | -24% | 5% | -14% | i | u
O=C(c1ccco1)N1CCN(C(=O)N2c3ccccc3Sc3ccccc32)CC1 | -12% | -17% | u | 1% | u | 9% | -10% | 3% | u
Nc1c(C(=O)N/N=C/c2cccnc2)oc2nc(-c3ccccc3)cc(-c3ccco3)c12 | 84%[activator] | 30% | -21% | -1% | -25% | u | -10% | -2% | u
